# hcGAS inh – human cGAS inhibition; Q8N884; recombinant h-cGAS, ATP depletion, Kinase-Glo luminescence; inhibition, % at 12.5 µM; 290,000 tested, 0.081% active; AID 1259398;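 also: 0% = vehicle reaction and 100% = reaction without DNA for no activity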
# Target sequence (Q8N884 whole entry, looked up): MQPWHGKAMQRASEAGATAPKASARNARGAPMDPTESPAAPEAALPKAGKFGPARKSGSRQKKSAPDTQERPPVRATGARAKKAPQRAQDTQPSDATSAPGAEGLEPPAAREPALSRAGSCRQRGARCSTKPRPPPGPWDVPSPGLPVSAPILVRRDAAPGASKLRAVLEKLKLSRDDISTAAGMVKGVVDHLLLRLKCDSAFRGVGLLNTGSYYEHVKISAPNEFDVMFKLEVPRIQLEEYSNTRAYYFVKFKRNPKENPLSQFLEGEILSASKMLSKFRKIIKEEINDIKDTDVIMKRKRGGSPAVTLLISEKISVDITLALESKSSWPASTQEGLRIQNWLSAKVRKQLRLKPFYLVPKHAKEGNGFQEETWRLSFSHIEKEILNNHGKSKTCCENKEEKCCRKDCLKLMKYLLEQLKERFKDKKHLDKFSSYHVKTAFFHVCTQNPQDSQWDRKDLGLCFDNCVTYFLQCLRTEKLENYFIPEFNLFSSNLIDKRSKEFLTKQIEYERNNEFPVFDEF
# NPYLR7 ag – mosquito NPYLR7 agonism | 270,000 tested, 0.15% active | HEK293T NPYLR7/Galpha15, GCaMP6s calcium fluorescence | AID 1259423 | activation, % at 10 µM; in the data active = activation above about 40%;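 also: 0% = vehicle and 100% = reference agonist at the receptor; some compounds past the cut are filed as inactive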
# mcGAS inh – inhibitors of mouse cGAS; recombinant cGAS, Kinase-Glo ATP depletion luminescence; inhibition, % at 12.5 µM; AID 1259399; Q8C6L5; 160,000 tested, 0.15% active;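 also: 0% = negative control wells and 100% = reference inhibitor with no enzyme activity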
# * marks the source's active call; other numbers are inactive results; x = not tested or not shown; & = joins results of further samples. Rule as the data show it, unless noted: active = inhibition above about 40%; inactive = the rest. No enrichment for hits; about 0.27% have a hit in one of these screens.
SMILES,hcGAS inh,NPYLR7 ag,mcGAS inh
COc1ccc(OC)c(C2CCN(C(=O)c3cn(CCN4CCCCC4)nn3)C2)c1 (centres undefined),-2.7,17.2,x
CCc1cc(N2CCN(C(C)=O)CC2)nc(SCc2ccc(C(=O)NCc3ccccn3)cc2)n1,-2.5,5.0,-7.3
CN(Cc1ccccc1)C1CCCN(C(=O)CCc2cc(Cl)no2)C1 (centres undefined),0.9,8.4,x
CCn1nc(NC(=O)c2ccc(CN3C[C@H]4CC[C@H]3C4)cc2)cc1C,-3.4,2.3,-11.3
CC(C)C(=O)Nc1c(-c2cc(F)ccc2F)nc2ccccn12,-9.7,-8.6,-7.9
COc1ccc(OCc2cc(C(=O)NC(C)c3csc(C)n3)no2)c(Cl)c1 (centres undefined),-2.7,0.6,-4.8
COCCN(CC(=O)N(CCc1ccccc1)Cc1ccc(C)o1)C(=O)Nc1ccc(C)cc1,1.6,3.3,-1.9
Cc1ccsc1C=Nc1c[nH]c(=O)[nH]c1=O,-6.7,0.3,-3.2
O=S1(=O)CCC(NCc2ccccc2)C1 (centres undefined),-1.3,-9.3,x
Cn1nccc1C(=O)NC1CCCN(C2CCCCCC2)C1 (centres undefined),-10.2,10.8,x
CCc1nc(C)c(C(=O)N2CCOC(c3ccc(Cl)c(Cl)c3)C2)o1 (centres undefined),3.2,-3.0,x
Cc1ccc2cc(C3(O)CCN(C(=O)CCCn4cncn4)CC3)ccc2n1,-4.1,8.0,-18.9
O=C(c1ccc2nsnc2c1)N1CCCC(c2nnc(-c3ccccc3F)s2)C1 (centres undefined),-0.4,-8.2,x
O=C(c1ccc(F)c(F)c1)N1CCC(c2nc(-c3ccc(F)c(F)c3)no2)CC1,-9.2,-2.2,-8.9
C/C=C\Cn1c(C(=O)N2CCC(Cc3ccccc3)CC2)cc2ccsc21,-6.9,x,-4.7
COc1ccc(C(C)=O)cc1CC(=O)NC1CCN(Cc2ccc(Cl)cc2)CC1,7.8,-6.0,x
Cn1cc(CN2CCC(C(=O)NC(c3ccc(-c4ccccc4)cc3)c3cnccn3)CC2)c2ccccc21 (centres undefined),-0.7,12.6,-2.8
CCOC(=O)C1(CCOc2ccccc2)CCN(Cc2cc(CC(C)C)n[nH]2)CC1,-1.2,1.9,-2.5
Cc1[nH]nc(N)c1-c1ccccc1,2.7,3.7,x
CCCCCC(C)NC(=O)C1C2C=CC(O2)C1C(=O)O (centres undefined),-9.9,6.8,x
O=C(Nc1ccccc1)c1cc2n(n1)CCN(C(=O)c1cnoc1C1CC1)C2,-6.5,4.0,x
COc1ccc(C(=O)Oc2ccc(/C=C3/C(=N)N4N=C(C(F)(F)F)SC4=NC3=O)cc2)cc1,-3.7,-0.6,x
CCN(CC)CCCNC(=O)c1cc(-c2cccs2)nc2cc(C)c(C)cc12,-2.0,0.1,-4.2
O=S(N1CCc2ccccc2C1)C12CC3CC(CC(C3)C1)C2 (centres undefined),-2.1,0.2,x
CC(C)c1nc2cc(NC(=O)CN3C(=O)c4ccccc4C3=O)ccc2o1,4.2,-2.9,x
# Going on with the list.
SMILES,hcGAS inh,NPYLR7 ag,mcGAS inh
CCN1Cc2ccccc2N(C(C)=O)CCC1=O,3.7,24.5,-5.3
C=c1occc1=C1NN=C(SCc2nnc(-c3ccco3)o2)O1,-2.6,6.8,-4.0
COc1ccc2nc(C=Cc3ccsc3)cc(Cl)c2c1,-3.3,2.6,x
O=C(c1ccc(CSc2ncn[nH]2)o1)N(Cc1ccsc1)C1CC1,-7.8,16.7,-16.1
O=C1OCC(c2ccc(Br)s2)=C1c1ccc(Cl)cc1,1.7,-11.3,-0.8
CC(=O)Oc1c2c(c3c(c1CC=C(C)C)O[C@]14C(=C[C@@H]5CC1C(C)(C)OC4(C/C=C(\C)C(=O)O)C5=O)C3=O)OC(C)(CCC=C(C)C)C=C2 (some centres undefined),4.2,x,1.0
CC(C)C(O)CNC(=O)c1ccccc1OCC1CC1 (centres undefined),-3.7,-0.7,x
CCN(CC)c1ccc(C2Nc3ccccc3N=C3CC(C)(C)CC(=O)C32)cc1 (centres undefined),-3.4,-2.8,-5.6
CCOc1ccc(-n2nnnc2CN2CCN(S(=O)(=O)c3ccc(C)cc3)CC2)cc1,-0.1,1.5,-0.9
O=C(c1cccs1)N1CCCC(C(=O)N2CCc3[nH]c4ccccc4c3C2)C1 (centres undefined),-4.8,1.6,-12.9
CCOC(=O)NC1CCN(CC)CC1,-8.1,-2.9,x
Nc1nnc(Sc2nccc3ccccc23)s1,-2.7,11.1,-6.3
Cc1oc2c(c1C(=O)NC1CCC(n3cnnc3)CC1)C(=O)CCC2 (centres undefined),-2.2,-4.4,x
Cc1ccc(-c2ccc(N3CCCN(C(=O)CN(CC4CCCO4)C(=O)NC(C)C)CC3)nn2)cc1 (centres undefined),-1.4,1.2,x
Cc1ccc(-n2nc(C)c(C(=O)NCc3ccccn3)c2C)cc1,-2.4,13.9,-5.8
O=C(c1ccc(=O)[nH]n1)N(CC1CCN(C2Cc3ccccc3C2)CC1)CC1CCCO1 (centres undefined),-7.0,4.2,-9.0
Cn1nnc2c(NCC3CCCO3)ncnc21 (centres undefined),-5.9,13.5,x
COC(C)(C)CC(C)NC(=O)N(C)C(C)C1CC1 (centres undefined),-14.3,-2.0,x
CCN(Cc1ccccc1)C(=O)CSC1=NS(=O)(=O)c2ccccc2N1,-6.9,-1.0,-7.4
CCC(CC(=O)NCC(=O)Nc1cn[nH]c1)c1ccccc1 (centres undefined),-10.0,9.2,x
CCN(CC)CCCC(C)NC(=O)c1cc(-c2cccs2)nn1-c1cccc(Cl)c1 (centres undefined),-1.8,-3.7,-4.8
CC1CCN(C(=O)C2CCN(c3ccc(C#N)cn3)CC2)CC1,-8.2,-0.3,-8.6
Clc1ccc(-c2csc3ncnc(Nc4ccccc4)c23)cc1,-0.5,1.9,-7.3
OCCCn1cnc(-c2ccccc2)c1-c1cc(F)c(F)cc1F,-1.8,21.6,-11.7
CCc1nc2c(c(=O)c3ccccc3n2C)c(=O)n1CCc1ccccc1,-2.5,6.2,x
# The list continues.
SMILES,hcGAS inh,NPYLR7 ag,mcGAS inh
O=C(Cn1nnnc1CN1CCCCCC1)NCc1ccc(N2CCOCC2)cc1,-2.9&-5.9,-1.9,x
CCCC(=O)NCCc1cc2cc(C)c(C)cc2[nH]c1=O,-8.1,0.3,-6.8
CC(Sc1nnnn1C1CCCCC1)C(=O)N1CCc2ccccc21 (centres undefined),-1.1,-5.4,x
COc1ccc(C(=O)N2C(C(=O)O)COC23CCCCC3)cc1OC (centres undefined),-1.5,-9.8,-0.2
COc1cc(C)ccc1S(=O)(=O)NC(=O)C1(C)CCN1C(=O)C1CCCCC1 (centres undefined),-6.8,2.1,x
CCc1nc(N(CCC(=O)NCC(C)C)C(C)c2ccccc2)c2ccc(Cl)cc2n1 (centres undefined),-3.5,6.2,-7.6
O=C(c1cccc(-n2cnnc2)c1)N1CCc2onc(-c3cccc(F)c3)c2C1,-4.2,18.0,x
Cc1cc(C)c(NC(=O)c2cc(C)nc3c2cnn3C(C)C)c(C)c1,-4.4,18.1,x
COCCN1C(=O)C(=Cc2c(NCc3ccco3)nc3c(C)cccn3c2=O)SC1=S,3.8,6.1,-1.0
Cc1nc(CN)cc(N2[C@@H]3CC[C@H]2CC(O)C3)n1 (some centres undefined),-5.4,26.5,x
O=C(Cc1cccs1)NC1CCN(CC2CCCCC2)CC1,2.7,-20.3,x
O=C(c1cn2cccnc2n1)N1CCOC(c2ccc(Cl)c(Cl)c2)C1 (centres undefined),0.6,2.8,x
COc1ccc(OC)c(NC(=O)N2CCCC(CNS(=O)(=O)c3cccs3)C2)c1 (centres undefined),-7.7,16.8,-13.7
Cc1cnc(N2CCN(CC(C)C)C(CCO)C2)nc1N(C)C (centres undefined),1.5,2.5,-2.1
O=C(C1CCCN(S(=O)(=O)c2ccc(F)cc2)C1)N1CC=C(c2ccccc2)CC1 (centres undefined),-5.2,2.1,x
CC1CC(C)CN(c2nnc(SCC(=O)NC3CC3)n2Cc2ccco2)C1 (centres undefined),-4.7,6.7,x
CN(C)c1ccc(NC(=O)c2cccs2)cc1CN(C(=O)c1ccc(F)cc1)C1CCCCC1,4.1,1.0,-4.0
CCc1nc2ccc(C(=O)Nc3ccc(C(N)=O)cc3)cn2c1N(CC)Cc1ccc2c(c1)OCCO2,-4.8,10.8,-2.9
Cc1sc(=O)n(CCC(=O)N2CCOCC2C#N)c1C (centres undefined),-3.5,-1.7,x
Cc1cc(C)c(C#N)c(N2CCN(Cc3ccc4c(c3)OCO4)CC2)n1,3.8,4.3,0.5
COc1cc(=O)n(-c2ccccc2C)nc1C(=O)NCc1ccccc1,-7.3,2.7,x
Cn1c(=S)[nH]c2cc(C(=O)NC3CCCc4occc43)ccc2c1=O (centres undefined),-6.6,-0.1,x
CC(C)(C)NC(=O)CON=C1CCC2(CC1)OCCO2,-1.6,0.7,-9.0
Cc1nc(NCCNC(=O)c2ccc3c(c2)OCO3)cc(N2CCOCC2)n1,-6.6,3.4,x
Cc1cccc(N(C)C(=O)c2cc(F)cc(Br)c2)n1,-11.3,1.8,x
# (more compounds)
SMILES,hcGAS inh,NPYLR7 ag,mcGAS inh
CCCc1ccc(S(=O)(=O)NNC(=O)c2ccc(NS(=O)(=O)c3cccs3)cc2)cc1,-3.3,4.5,-6.4
COc1ccc(-c2nnc(SCc3ccc(Cl)cc3Cl)n2-c2ccc(Cl)c(Cl)c2)cc1,-11.8,x,-8.7
O=C(CC(c1cccc(F)c1)c1cn(Cc2ccccc2)c2ccc([N+](=O)[O-])cc12)NCCN1CCCCC1 (centres undefined),-7.7,-0.9,-4.4
NC(=O)CN(CC(=O)Nc1cccc(Cl)c1Cl)c1ccccc1,-2.1,2.5,x
COC(=O)Nc1ccc(S(=O)(=O)ON=C2C=CC(=O)C=C2C)cc1,-8.3,3.9,x
CCOC(=O)N1CC(=Cc2ccsc2)C(=O)C(=Cc2ccsc2)C1,-7.5,-15.3,x
C=CCN(Cc1ccccc1C)C(=O)[C@H](N)c1ccccc1,-4.4,18.4,-8.9
O=C(c1ccccc1)N1N=C(c2ccc(Br)cc2)CC1c1ccccc1 (centres undefined),4.6,-7.6,0.8
O=S(=O)(Nc1ccc(S(=O)(=O)Nc2ncccn2)cc1)c1ccc2ccccc2c1,-5.7,2.3,-7.6
O=C(Cc1ccsc1)N1CCOC(COc2cccc(C(F)(F)F)c2)C1 (centres undefined),2.7,1.7,0.0
CCOC(=O)c1c(NC(=O)C(C)(C)C)sc2c1CCC2,-13.1,5.8,x
O=C(Nc1cc(C(F)(F)F)c[nH]c1=O)c1cccnc1Sc1ccccc1,-7.5,9.8,-14.7
O=C([C@H]1CCCO1)N1CCc2nnc(CCc3ccccc3)n2CC1,-8.9,0.5,x
CC(C)(C)OC(=O)N1CCC(Oc2ccc(NC(=O)Nc3cc(Cl)ccc3Cl)cc2)C1 (centres undefined),-7.3,-6.7,-7.6
CC(C)COCC(O)CN(C)CC1CC(c2ccc3c(c2)OCO3)=NO1 (centres undefined),-5.0,-3.3,-5.6
COCCOc1ccccc1C(=O)N1CCN(C2CCCCNC2=O)CC1 (centres undefined),-0.3,-2.8,x
O=C(CON=C1c2ccccc2-c2ccccc21)N1CCc2ccccc21,-4.7,11.2,-3.7
CCc1ccc2nc(CC(=O)c3ccc(C)s3)[nH]c(=O)c2c1,4.4,2.7,x
O=C(CCc1ccccc1O)N1CCC2(CC1)Nc1ccccc1C(=O)N2Cc1ccccc1,-1.8,-0.8,x
C=CCSc1nc2c(c(=O)[nH]1)C(c1cccs1)C(C(=O)OCC)=C(C)N2 (centres undefined),3.3,2.7,x
CC(C)OC(=O)c1c(NC(=O)c2cc3nc(-c4ccco4)cc(C(F)(F)F)n3n2)sc2c1CCCC2,1.3,-7.1,-0.2
Cc1ccccc1NC(=O)CC(=O)N1CCCC(c2nc3ccccc3s2)C1 (centres undefined),7.1,-2.9,x
CC1(C)Cc2cccc(OCC(=O)NCc3nnnn3-c3ccccc3)c2O1,-4.7,8.7,-7.5
CCN(CC)C(=O)Oc1ccc2c(ccn2Cc2ccc(F)cc2C(F)(F)F)c1-c1ccc(OC)c(OC)c1,-8.2,14.9,-7.0
O=C(NCCn1ncc2c(=O)n(Cc3ccc([N+](=O)[O-])cc3)cnc21)c1cccc(C(F)(F)F)c1,-2.0,-2.0,-7.8

# Arranged by formula weight (highest first): 13 of the compounds above.
SMILES,hcGAS inh,NPYLR7 ag,mcGAS inh
CCN(CC)C(=O)Oc1ccc2c(ccn2Cc2ccc(F)cc2C(F)(F)F)c1-c1ccc(OC)c(OC)c1,-8.2,14.9,-7.0
CC(C)OC(=O)c1c(NC(=O)c2cc3nc(-c4ccco4)cc(C(F)(F)F)n3n2)sc2c1CCCC2,1.3,-7.1,-0.2
O=C(NCCn1ncc2c(=O)n(Cc3ccc([N+](=O)[O-])cc3)cnc21)c1cccc(C(F)(F)F)c1,-2.0,-2.0,-7.8
CCCc1ccc(S(=O)(=O)NNC(=O)c2ccc(NS(=O)(=O)c3cccs3)cc2)cc1,-3.3,4.5,-6.4
CC(C)(C)OC(=O)N1CCC(Oc2ccc(NC(=O)Nc3cc(Cl)ccc3Cl)cc2)C1 (centres undefined),-7.3,-6.7,-7.6
O=C(c1ccccc1)N1N=C(c2ccc(Br)cc2)CC1c1ccccc1 (centres undefined),4.6,-7.6,0.8
Cc1ccccc1NC(=O)CC(=O)N1CCCC(c2nc3ccccc3s2)C1 (centres undefined),7.1,-2.9,x
O=C(Cc1ccsc1)N1CCOC(COc2cccc(C(F)(F)F)c2)C1 (centres undefined),2.7,1.7,0.0
O=C(CON=C1c2ccccc2-c2ccccc21)N1CCc2ccccc21,-4.7,11.2,-3.7
COC(=O)Nc1ccc(S(=O)(=O)ON=C2C=CC(=O)C=C2C)cc1,-8.3,3.9,x
O=C([C@H]1CCCO1)N1CCc2nnc(CCc3ccccc3)n2CC1,-8.9,0.5,x
CCc1ccc2nc(CC(=O)c3ccc(C)s3)[nH]c(=O)c2c1,4.4,2.7,x
CCOC(=O)c1c(NC(=O)C(C)(C)C)sc2c1CCC2,-13.1,5.8,x

# From PubChem
